Source: PubChem BioAssay (National Center for Advancing Translational Sciences (NCATS))
IL-2 act: qHTS of IL-2 Activators | 0.065% of 360,000 active | IL-2 activation reporter assay, cell-based qHTS; stimulated with anti-CD3/CD4/CD28 beads; in transgenic mouse T cells | activation, % (series mostly up to about 46 µM); in the data active means activation above about 50%; inconclusive means mostly about 30% to 49%; further: 0% is about no effect
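Unstimulated transgenic mouse T cells; 60-min compound exposure; bead-based TCR/CD4/CD28 stimulation; 18 h culture, 37 degrees C; dual fluorescence (EGFP, DsRed) plate cytometry.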
PI5P4Ka inh: qHTS for Inhibitors of phosphatidylinositol 5-phosphate 4-kinase (PI5P4K) | PI5P4Kalpha enzyme, ADP-Glo luminescence, 60 min; stronger effect = lower value | max response, % | 1.2% of 330,000 active; active means max response of -50% or lower; inconclusive means between -30% and -50%; inactive means -30% or higher; further: value at the top dose of about 77 µM; on the % scale 0 is the no-effect control and ±100 the full control effect
Target sequence (P48426 whole entry, looked up): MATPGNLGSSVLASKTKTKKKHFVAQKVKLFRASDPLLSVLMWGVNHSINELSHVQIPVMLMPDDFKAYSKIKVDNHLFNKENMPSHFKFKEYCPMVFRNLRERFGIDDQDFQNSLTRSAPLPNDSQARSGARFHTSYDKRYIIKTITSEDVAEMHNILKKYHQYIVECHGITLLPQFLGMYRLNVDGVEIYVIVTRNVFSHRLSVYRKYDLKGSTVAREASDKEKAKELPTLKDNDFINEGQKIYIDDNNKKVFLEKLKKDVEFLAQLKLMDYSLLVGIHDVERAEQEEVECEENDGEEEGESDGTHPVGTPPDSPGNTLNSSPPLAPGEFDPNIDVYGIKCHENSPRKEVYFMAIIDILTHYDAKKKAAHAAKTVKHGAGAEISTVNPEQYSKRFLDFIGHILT
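qHTS, 1536-well: enzyme/substrate mix, compound by pin tool, 5 microM ATP final; RT 60 min; ADP-Glo reagents 1 (45 min) then 2 (30 min); luminescence.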
GLP-1R inv ag: qHTS of GLP-1 Receptor Inverse Agonists (Inhibition Mode). HEK293 GLP-1R CRE-luciferase, luminescence, 24 h; GLP-1R form is constitutively active. Potency, µM (top dose mostly 38.3 µM), for the others: at the top dose activity change, negative = inhibition, hits mostly inhibitors. 1.6% of 410,000 active; further: potency means the concentration at half of the fitted maximal effect; on the % scale 0 is the no-effect control and ±100 the full control effect; nearly all actives have a fitted effect of over 55% in size
Target sequence (P43220 whole entry, looked up): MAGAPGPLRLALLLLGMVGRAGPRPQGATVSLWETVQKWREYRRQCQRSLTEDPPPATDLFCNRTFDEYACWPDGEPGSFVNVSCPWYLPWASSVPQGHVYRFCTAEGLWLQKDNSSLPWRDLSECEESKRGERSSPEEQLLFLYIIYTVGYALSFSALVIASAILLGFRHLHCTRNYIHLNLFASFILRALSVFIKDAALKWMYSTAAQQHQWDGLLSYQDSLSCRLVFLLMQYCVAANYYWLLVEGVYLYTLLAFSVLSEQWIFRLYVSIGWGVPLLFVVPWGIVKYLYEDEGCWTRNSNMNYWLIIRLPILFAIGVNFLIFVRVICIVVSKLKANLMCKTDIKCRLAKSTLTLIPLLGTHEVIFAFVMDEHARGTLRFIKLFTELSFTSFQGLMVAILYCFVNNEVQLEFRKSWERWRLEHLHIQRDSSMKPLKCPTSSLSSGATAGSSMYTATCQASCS
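Assay principle: reduced luminescence from a cAMP-responsive reporter in HEK293 cells co-expressing a constitutively active GLP-1R. Conditions: 24 hr compound incubation, 37 deg C, 5% CO2.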
EPAC1 ag: qHTS for Agonist of cAMP-regulated guanine nucleotide exchange factor 3 (EPAC1): primary screen. Rap guanine nucleotide exchange factor 3 (Homo sapiens), O95398. EPAC1 agonist qHTS, biochemical assay; response scale: 100% = response to 6.5 mM cAMP. Potency, µM (top dose mostly 154 µM), without a hit: at the top dose activation, most hits filed as activators. 0.073% of 360,000 active; further: potency means the concentration at half of the fitted maximal effect; nearly all actives have a fitted effect of over 60% in size
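Read-out is the fluorescence drop as BODIPY-GDP leaves Rap1B (480 nm excitation, 540 nm emission), recorded every 5 minutes over 30 minutes. Reactions held 100 nM EPAC1, 250 nM Rap1B–BODIPY-GDP and 50 uM GDP, with 6.5 mM cAMP setting full activation.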
GLP1R cytotox: qHTS of GLP-1 Receptor Inverse Agonists: Cytotox Screen; AID 624418, 2012; Potency, µM (titrated, usually from 38.3 µM), inactives show at the top dose activity change, negative = inhibition, most hits filed as inhibitors; 0.13% of 410,000 active; HEK293 cAMP-luciferase reporter cells, luminescence, 24 h;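 further: loss of luciferase light is scored as toxicity; potency means the concentration at half of the fitted maximal effect; on the % scale 0 is the no-effect control and ±100 the full control effect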
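MLSMR compounds, 24 hr on cells at 37 deg C/5% CO2; luminescence after luciferase reagent (12 min RT). Inhibition counted as the undesired cytotoxic outcome.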
EPAC1 antagonist: qHTS for Antagonist of cAMP-regulated guanine nucleotide exchange factor 3 (EPAC1): primary screen; 0.14% of 360,000 active; Potency, µM (series often up to 115 µM), for the others: at the highest dose activity change, negative = inhibition, most hits filed as inhibitors; EPAC1 GEF assay, Rap1b-BODIPY-GDP exchange fluorescence;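 further: potency means the concentration at half of the fitted maximal effect; plate controls were vehicle for no effect and positive control for full effect; nearly all actives have a fitted effect of over 50% in size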
PTHR1 ag: qHTS for PTHR1 Agonists: Primary Screen. HEK293 GP2 PTHR1 cells, GloSensor cAMP luminescence, 1 h. Potency, µM (top dose mostly 115 µM), for inactives: at the highest dose activation, actives largely listed as activators. 0.075% of 410,000 active; further: potency means the concentration at half of the fitted maximal effect; nearly all actives have a fitted effect of over 55% in size; some results filed as inactive show a strong effect at the top dose; inactives centre near -15; many of its hits are not listed in these tables
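HEK-293-derived GP2 cells expressing PTHR1 and a GloSensor cAMP reporter, 3,000/well, plated overnight, given luciferin plus IBMX (each 0.5 mM as added) for 1 h at 37 °C, then compound for 1 h at 37 °C. Luminescence was read after 15 min at room temperature.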
PLK1 PBD inh: qHTS for Inhibitors of PLK1-PDB (polo-like kinase 1 - polo-box domain): Primary Screen; Serine/threonine-protein kinase PLK1 (Homo sapiens), P53350; Plk1 PBD binding of FITC phosphopeptide, fluorescence polarization; Potency, µM, for the others: max response, negative = inhibition, most hits filed as inhibitors; 2.8% of 360,000 active; AID 720504, 2013; further: potency means the concentration at half of the fitted maximal effect; series mostly up to about 57 µM; on the % scale 0 is the no-effect control and ±100 the full control effect; nearly all actives have a fitted effect of over 65% in size
GLP-1R agonist: qHTS of GLP-1 Receptor Agonists | AID 624172, 2012 | HEK293 GLP-1R CRE-luciferase, luminescence, 4-6 h; cells express a hypersensitive GLP-1R form | Potency, µM (top dose mostly 45.6 µM), inactives show top-dose activation, actives largely listed as activators | 0.007% of 380,000 active; further: potency means the concentration at half of the fitted maximal effect; % of control where 0% means no effect
* hit, by the source's call; i = inactive; u = inconclusive; x = not tested or not shown; & = joins results of further samples; [ ] = remark or other dose. Unless noted, the call rests on the fitted dose curve; in most records, active means well fitted curve in the direction sought with a large enough effect; inconclusive means small, poorly fitted or top-dose-only effect, or another doubt; inactive means no such curve, though single readings can be large; an effect the other way counts as inactive or inconclusive. Only part of the results is shown; count on the stated rates, not on these rows.

The line under a structure holds: PTHR1 ag	PLK1 PBD inh	IL-2 act	EPAC1 antagonist	EPAC1 ag	GLP-1R agonist	GLP-1R inv ag	PI5P4Ka inh	GLP1R cytotox
- Cc1ccc[n+](-c2[nH]c(=O)sc2/C=N/N=C(\[O-])c2cccnc2)c1
 : i	-10%	1.2	-3%	11%	-1%	12%	0	-4%
- COc1ccc(-c2cc(-c3ccc(OC)c(OC)c3)n[nH]2)c(O)c1
 : -15%	-7%	-0.1	-24%	4%	8%	u	2	0%
- c1ccc(NCCc2ccccn2)cc1
 : -8%	2%	-0.4	11%	4%	4%	5%	-2	-1%
- C#Cc1ccc([C@H]2C=C(C(=O)N3CCN(Cc4ccc5c(c4)OCO5)CC3)O[C@@H](OCC)[C@@H]2CCCO)cc1
 : -13%	2%	-0.1	-2%	5%	4%	-27%	3	1%
- O=C(CN1CCN(C2CCCCC2)CC1)Nc1ccc(Br)cc1
 : -23%	-11%	-1.2	-7%	10%	6%	u	6	-4%
- CCOc1cc(NS(=O)(=O)c2ccc(OC)cc2)c(OCC)cc1NC(C)=O
 : -41%[inhibitor]	-14%	-0.9	-27%	7%	10%	20%	2	7%
- COc1ccc(C(=O)N(Cc2sccc2C)C2CCS(=O)(=O)C2)cc1 (stereo not drawn)
 : i	1%	-0.3	-2%	-1%	0%	0%&0%	0	1%&2%
- CCOC(=O)CC1=NC(=O)CS1
 : i	-3%	0.0	3%	-4%	-13%	2%	3	-4%
- CCN(Cc1ccccc1)C(=S)NC(=O)c1ccccc1Br
 : -20%	-17%	-3.0	u	-4%	3%	u	-2	u
- NC(=O)CN1CCOCCOCCOCCOCCOCC1
 : i	-8%	0.9	-13%	-7%	-4%	30%	6	16%

Single records, from the list above:
Listed for `COc1ccc(C(=O)N(Cc2sccc2C)C2CCS(=O)(=O)C2)cc1` (stereo not drawn) → PTHR1 ag = i; PLK1 PBD inh = 1%; IL-2 act = -0.3; EPAC1 antagonist = -2%; EPAC1 ag = -1%; GLP-1R agonist = 0%; GLP-1R inv ag = 0%&0%; PI5P4Ka inh = 0; GLP1R cytotox = 1%&2%
Listed for `C#Cc1ccc([C@H]2C=C(C(=O)N3CCN(Cc4ccc5c(c4)OCO5)CC3)O[C@@H](OCC)[C@@H]2CCCO)cc1` → PTHR1 ag = -13%; PLK1 PBD inh = 2%; IL-2 act = -0.1; EPAC1 antagonist = -2%; EPAC1 ag = 5%; GLP-1R agonist = 4%; GLP-1R inv ag = -27%; PI5P4Ka inh = 3; GLP1R cytotox = 1%

Next part:
The line under a structure holds: PTHR1 ag	PLK1 PBD inh	IL-2 act	EPAC1 antagonist	EPAC1 ag	GLP-1R agonist	GLP-1R inv ag	PI5P4Ka inh	GLP1R cytotox
- CCCc1cc(C(=O)NNC(=S)NCC2CCCO2)cs1 (stereo not drawn)
 : i	-6%	-2.9	-20%	-13%	4%	10%	0	5%
- O=C1NC(NS(=O)(=O)c2ccccc2)(C(F)(F)F)C(=O)N1CCc1ccccc1 (stereo not drawn)
 : -8%&14%	-3%	-1.8	5%	-5%	-1%&-2%	-14%&-20%	-2	0%&-6%
- COc1ccc(CNC(=O)CN2CCC(NC(=O)c3ccc(OC)cc3)CC2)cc1
 : i	8%	1.9	4%	-10%	3%	-2%	2	-7%
- CCCN1Cc2cccc(C(=O)Nc3ccc4c(c3)OCO4)c2C1=O
 : -4%[57.5 µM]	-2%	-0.4	4%	3%	0%	59%[activator]	-2	6%
- COc1ccc(Cc2noc(CN3CCC(c4ccncc4)CC3)n2)cc1OC
 : -10%	-10%	0.0	-23%	-2%	5%	6%	-2	8%
- CC(=O)c1ccc(NC(=O)C(C)Sc2nnnn2C)cc1 (stereo not drawn)
 : -23%	-7%	-2.1	-1%	4%	3%	4%	x	4%
- COCCNC(=O)C(c1ccc(F)cc1)N(CCOC)C(=O)CCC(=O)Nc1ccccn1 (stereo not drawn)
 : i	1%	0.3	-17%	2%	1%	-12%	6	-11%
- O=[N+]([O-])c1cccc2ccc(/C=C/c3cccc(Br)c3)nc12
 : i	4%	1.0	-25%	5%	14%	-7%	25	5%
- Cc1nc2c(C#N)c(-c3ccc(Cl)cc3)ccn2n1
 : -4%	-3%	1.2	-3%	-8%	3%	74%[activator]	1	2%
- c1ccc2c(c1)CC(CN1CCNCC1)O2 (stereo not drawn)
 : i	-5%	-3.0	2%	6%	5%	-2%	-1	-11%
- CSc1nc(N)nc(SCC(=O)CC(=O)OC(C)C)c1C#N
 : i	-13%	-1.9	5%	1%	7%	68%[activator]	x	-23%
- C/C(CC(=O)Nc1ccc(OCc2ccccc2)cc1)=N\NC(=O)C(=O)Nc1ccc(C)c(Cl)c1
 : -11%	-21%	-0.9	-5%	4%	-3%	-11%	0	8%
- Cn1c(=O)c2c(nc(N3CCOCC3)n2C)n(C)c1=O
 : 9%[57.5 µM]	-1%	-0.6	-4%	-1%	-13%	3%	0	-2%
- O=C(Cn1cnc2cc([N+](=O)[O-])ccc2c1=O)NCc1ccccc1
 : -23%	-2%	-2.0	10%	-6%	1%	-5%	-9	-1%
- CCOC(=O)Nc1cccc(Nc2ccccc2)c1
 : i	-7%	-1.5	-4%	9%	6%	-6%	-5	5%
- CCCCn1c(SCC(=O)N2CCCC2)nc2cc(S(N)(=O)=O)ccc21
 : i	0%	-0.8	-15%	-14%	-1%	7%	-2	-5%
- COc1ccc(-n2cnc3cc(C(=O)NCC4CCCO4)ccc32)cc1 (stereo not drawn)
 : -39%[inhibitor]	-5%	-3.0	-7%	-16%	2%	43%[activator]	-5	1%
- O=C(O)c1ccc(-n2c(/C=C/c3cccc([N+](=O)[O-])c3)nc3ccccc3c2=O)cc1
 : -35%[inhibitor]	-4%	2.1	-2%	3%	-4%	-7%	0	2%
- O=C(O)/C=C/c1ccc(S(=O)(=O)NCc2ccco2)cc1
 : i	-5%	1.9	4%	7%	1%	17%	6	-1%
- Cc1ccc(-n2c(SCC(=O)NCc3ccco3)nc3sc(C)c(C)c3c2=O)cc1
 : -33%	-4%	0.4	-14%	-20%	3%	u	2	11%
- Cc1ccc2c(CC(=O)NCC3COc4ccccc4O3)coc2c1 (stereo not drawn)
 : i	-2%	-1.8	-13%	1%	7%	u	-12	1%
- CCOC(=O)C1=C(C)Nc2nc(SCC)[nH]c(=O)c2C1c1ccncc1 (stereo not drawn)
 : u	-2%	0.4	-3%	-1%	20%	-8%	x	-2%
- O=C(O)c1cccc(Nc2cc(Cl)c3nonc3c2[N+](=O)[O-])c1
 : -52%[inhibitor]	12µM*	-0.5	-14%	-3%	0%	11%	-26	-28%
- CCn1c(N2CCC(C)CC2)nc2c1c(=O)n(C)c(=O)n2C
 : i	-3%	-0.7	-13%	4%	12%	15%	3	4%
- COc1cc2c(cc1OC)C(COc1ccc(F)cc1)N(C(=O)c1cccc(F)c1)CC2 (stereo not drawn)
 : -9%	x	x	x	x	4%	u	x	-14%
- O=C(COC(=O)c1c(Cl)cccc1Cl)NC1CCCCCCC1
 : -15%	-4%	-0.8	-24%	0%	17%	u	1	5%
- C/C(=N\Nc1nc(C)c(C)s1)c1ccc([N+](=O)[O-])cc1
 : -39%[inhibitor]	-24%	-0.4	-5%	12%	2%	u	0	u
- Oc1ccc(O)c(Cc2nc3ccccc3s2)c1
 : -52%[inhibitor]	-15%	-0.2	-5%	6%	-4%	3%	5	5%
- C=CC[C@@H]1Cc2c(Br)ccc(Br)c2[C@@H](CC=C)N1
 : i	-9%	0.0	-8%	10%	-6%	u	1	-5%
- Cc1nn(Cc2ccccc2Cl)c(C)c1C(=O)Nc1nnc(C2CC2)s1
 : -2%	-11%	-1.0	-12%	-1%	4%	u	-2	-11%
- CC(C)(C)OC(=O)NCCc1nc(NC(=O)OCc2ccccc2)sc1C(=O)O
 : 21%	1%	-0.7	9%	3%	x	1%	-2	0%
- CCCc1cc(-c2[nH]ncc2-c2ccc(C(=O)OCC)o2)c(O)cc1O
 : -44%[inhibitor]	-1%	-1.9	-22%	15%	10%	u	x	u
- CC(=O)c1cc(-c2ccc(F)cc2)n(CCC(=O)Nc2cccc(C)n2)c1C
 : i	-6%	-3.7	10%	-21%	9%	-15%	5	-13%
- COc1ccc(CCNC(=O)c2nnc(Cc3c(F)cccc3Cl)o2)cc1OC
 : -9%	-7%	-0.7	1%	5%	-6%	0%	x	u
- COc1ccc(NC(=O)CSc2cn(CCNC(=O)c3ccc(OC)cc3)c3ccccc23)cc1
 : -45%[inhibitor]	x	x	x	x	-7%	u	x	-15%
- Cn1c(N2CCN(C(=O)NCc3ccccc3)CC2)nc2ccccc21
 : i	-7%	1.2	-4%	4%	9%	9%	0	-6%
- CCN(CC)C(=O)C1(P(=O)(c2ccccc2)c2ccccc2)CCC1
 : i	0%	-0.2	-8%	2%	3%	14%	-2	-6%
- CCCCN1CC(=O)N2[C@H]3c4cc(Cl)ccc4OC[C@@H]3[C@H](c3ccccc3)[C@]2(C)C1=O
 : i	4%	-0.7	-5%	6%	-3%	u	3	4%
- COc1ccccc1-n1c(SCC(=O)Nc2cccc3ccccc23)nc(O)cc1=O
 : i	-6%	0.4	-29%	2%	-13%	-28%	-15	-5%
- O=C(c1ccc(Cl)cc1)C1CCN(C(=O)c2ccccc2)CC1
 : -37%[inhibitor]	-5%	-0.1	-4%	5%	-5%	u	-10	4%
- Cc1noc(C)c1S(=O)(=O)N(CC(=O)NC1CCC(C)CC1)c1ccc(C(C)C)cc1 (stereo not drawn)
 : -18%	3%	-3.8	-6%	-5%	-3%	u	0	1%
